H1N1 NS1A inhibition – NS1A inhibition, H1N1 influenza, cell based functional assay (AID 504329); 340,000 compounds, 0.3% hits; one-dose inhibition, % at 12.5 µM; IC50 in µM for titrated hits; NS1A functional cell-based assay, percent inhibition; higher % means a stronger effect; in the data active = a potency from the dose series; inconclusive = inhibition above about 27% without an active follow-up result; note: strong numbers were not always called active
Salmonella PhoP GFP – PhoP regulon inhibitors, Salmonella typhi PhoP promoter GFP reporter, confirmatory (AID 1850). Salmonella Typhi PhoP-promoter GFP reporter, fluorescence, 4 h; higher % means a stronger effect. inhibition, % at 50 µM, or IC50 in µM where a hit was titrated. 310,000 compounds, 0.33% hits; in the data active = a potency from the dose series; inconclusive = inhibition mostly from about 25% at the one dose, without a potency; inactive = the rest, 99 in 100 with inhibition below about 19%;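 note: 0% = induced wells with vehicle and 100% = uninduced wells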
tuberculosis growth – growth inhibition of non-replicating M. tuberculosis (AID 488890) | Mycobacterium tuberculosis non-replicating, growth inhibition; higher % means a stronger effect | inhibition, % at 25 µM; hits with a dose series show IC50 in µM | 320,000 compounds, 0.39% hits; in the data active = a potency from the dose series; inconclusive = inhibition mostly from about 82% at the one dose, without a potency; inactive = the rest, 99 in 100 with inhibition below about 76%;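 note: plate controls were DMSO cells for no effect and high antibiotic wells for full effect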
M. tuberculosis HTS – M. tuberculosis growth inhibition, HTS (AID 449762) | 330,000 compounds, 0.59% hits | M. tuberculosis H37Rv growth inhibition, 7H9 media; higher % means a stronger effect | inhibition, % at 25 µM, or IC50 in µM where a hit was titrated; in the data active = a potency from the dose series; inconclusive = inhibition above about 70% without an active follow-up result;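 note: bacterial growth assessed after seven days of incubation; strong numbers were not always called active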
inhibitors of VEEV – inhibitors of VEEV TC-83 cytopathic effect, confirmation, Vero cells (AID 588727); Vero cells, VEEV TC-83 cytopathic effect inhibition; higher % means a stronger effect; inhibition, % at 20 µM; hits with a dose series show IC50 in µM; 350,000 compounds, 0.13% hits; in the data active = a potency from the dose series; inconclusive = inhibition mostly from about 14% at the one dose, without a potency; inactive = the rest, 99 in 100 with inhibition below about 12%; note: strong numbers were not always called active
inhibitors of VEEV 10K pilot screen – also measured in inhibitors of VEEV; calls as there; inhibition, %; measured here: 10K pilot screen inhibition
Numbers without * were called inactive; i = inactive; u = inconclusive; x = not tested or not shown. Not a hit list; overall some 1.4% were active at least once.

SMILES	H1N1 NS1A inhibition	Salmonella PhoP GFP	tuberculosis growth	M. tuberculosis HTS	inhibitors of VEEV	others
O=c1nc2c(-c3ccccc3F)n[nH]n2c2ccccc12	0%	1%	-2%	8%	4.0%
CC(=O)c1ccc(OCC(=O)N2CCCC(N3CCN(c4ccccc4C)CC3)C2)cc1 (stereo not given)	-15%	-10%	22%	-1%	8.1%
Nc1c(Cl)cc(Cl)cc1C(=O)OCC(=O)N1CCCC1=O	-9%	1%	-1%	-7%	1.5%
Cc1ccc(C)c(C(C)NC(=O)C2CCCO2)c1 (stereo not given)	5%	-6%	7%	13%	i
CC(C)(C)CN1CCNC[C@H]1Cc1ccc(O)cc1	13%	12%	2%	3%	0.1%	inhibitors of VEEV 10K pilot screen=0.3
CCN(CC)CC(O)Cn1c(-c2cccc(Cl)c2)nc2cc(C)c(C)cc21 (stereo not given)	-1%	11%	-12%	-5%	0.6%
COc1ccccc1C(=O)Nc1c2c(nn1-c1cccc(C)c1C)CS(=O)C2 (stereo not given)	8%	11%	-3%	-6%	2.6%
O=C(Nc1ncc2c(n1)-c1ccccc1CC2)c1cccc(Cl)c1	-1%	2%	15%	5%	3.6%
C=CCSc1nnc(-c2cnn(-c3ccccc3)c2-n2cccc2)n1C	1%	2%	24%	-13%	0.2%
CC1CCCC(C)N1C(=O)COC(=O)Cn1cnc2c1c(=O)n(C)c(=O)n2C (stereo not given)	3%	-2%	1%	9%	0.3%
Cc1ccccc1OCC(=O)NC(C)c1ccccc1 (stereo not given)	-20%	5%	18%	5%	i
O=C(COc1coc(CN2CCN(c3ccc(F)cc3)CC2)cc1=O)NC1CCCC1	-1%	7%	-3%	-7%	0.5%
C/C(=N\Nc1ccc2nncn2n1)c1ccc(Cl)s1	x	6%	-3%	-3%	8.6%
COc1ccc(C2CC(=O)Oc3ccc(C(C)(C)C)cc32)cc1 (stereo not given)	1%	8%	13%	1%	3.2%
COc1cccc(OCC(O)CN2CCN(C)CC2)c1 (stereo not given)	-14%	9%	-4%	3%	i
O=C(Nc1cccc(S(=O)(=O)Nc2ccccc2F)c1)c1ccco1	2%	x	12%	6%	1.7%
COc1cccc(NC(=S)N2CCN(S(C)(=O)=O)CC2)c1	-2%	-8%	-17%	-8%	1.2%
S=C(NCc1ccccn1)Nc1ccc(Br)cc1Cl	-4%	1%	u	0%	1.8%
CC(=O)Nc1nc(-c2ccc3c(c2)OCO3)cs1	-7%	-13%	0%	-6%	1.6%
Cc1ccc(OCCNc2ccc(C(F)(F)F)cc2[N+](=O)[O-])cc1	-3%	0%	-4%	-4%	1.5%
Cc1[nH]c(=O)[nH]c(=O)c1CSc1nnc([C@@H](NC(=O)OC(C)(C)C)C(C)C)o1	1%	-3%	12%	-6%	0.2%
O=C(NCCNC(=O)c1cnccn1)c1cccc(Cl)c1	7%	-26%	-20%	14%	2.2%
Cc1cccc(C)c1NC(=O)CN(C)CC(=O)N1CC(=O)Nc2ccccc21	3%	x	1%	3%	0.5%
O=C(CCNC(=O)c1ccc([N+](=O)[O-])cc1)Nc1ccccc1N1CCOCC1	-4%	2%	7%	1%	i
COc1ccc(C(=O)C[n+]2cc(Br)cc3ccccc32)cc1[N+](=O)[O-]	3%	24%	8%	5%	1.1%
COc1ccc(/C(O)=C2/C(=O)C(=O)N(CCCN3CCOCC3)C2c2ccc(N(C)C)cc2)cc1 (stereo not given)	-2%	-5%	5%	1%	i
CC(C)c1ccccc1-n1cc[nH]c1=S	-1%	0%	4%	-4%	0.5%
Cn1c(=O)[nH]c(=O)c2c1nc(SCC(O)CO)n2CCCc1ccccc1 (stereo not given)	19%	-6%	-3%	-2%	0.9%
CC(=O)CCc1ccc(OCCCCn2cncn2)cc1	8%	0%	3%	0%	2.2%
Cc1nc(NC(=O)C2CCCCC2)sc1C	6%	4%	8%	1%	7.1%
O=c1oc(-c2cccs2)nc2ccc(Cl)cc12	-2%	-4%	x	8%	1.1%
Cc1oc2c(c(C)cc3oc(=O)c(CC(=O)NCCCO)c(C)c32)c1C	1%	4%	0%	-7%	0.7%
NS(=O)(=O)c1ccc(CCNC(=O)C(=O)c2cn(CC(=O)N3CCCC3)c3ccccc23)cc1	-6%	-3%	2%	-4%	1.1%
c1ccc(-c2cc3ncccc3cn2)cc1	-10%	x	-6%	-5%	0.3%	inhibitors of VEEV 10K pilot screen=2.1
COc1ccccc1CCC(=O)OCC(=O)N1c2ccccc2NC(=O)C1(C)C	-7%	x	2%	-2%	3.0%
Cc1cccc(NC(=O)c2cc3c([nH]c4ccccc43)c(C)n2)c1C	-3%	-24%	2%	13%	0.2%
Cc1cc(C(=O)Nc2c(C)nn(Cc3ccc(F)cc3)c2C)on1	6%	10%	x	-6%	i
Cc1cc(C)cc(OCC(O)CN2CCC(CN3C(=O)c4cccc5cccc(c45)C3=O)CC2)c1 (stereo not given)	5%	1%	u	u	11%
C#C[C@]1(O)CCC2C3CCC4=Cc5oncc5CC4(C)C3CCC21C (stereo not given in full)	2%	9%	7%	5%	8.2%
O=C(COc1ccccc1Cl)Nc1ccc(N2CCN(C(=O)c3ccccc3)CC2)cc1	6%	-4%	8%	21%	9.5%
N#Cc1c(-c2ccccc2)cc(-c2ccccc2)nc1SCCC(=O)O	-8%	1%	35%	10%	i
CCOC(=O)C1=NN(C(C)=O)C2(CC(=O)N(c3ccc(C)c(C)c3)C2=O)C1 (stereo not given)	2%	10%	3%	-9%	0.9%
Cc1ccc(C)c(NC(=O)C(NCC(C)(C)N2CCOCC2)c2ccccc2)c1 (stereo not given)	0%	1%	6%	-7%	i
Cc1ccc(OCCN2CCN(c3nc(NCc4ccco4)c4ccccc4n3)CC2)cc1	27%	-5%	63%	u	i
CC(=O)Nc1ccc(SCC(=O)N2CCN(S(=O)(=O)c3ccccc3)CC2)cc1	-4%	0%	0%	-3%	1.5%

Reprinted at random: 2 compounds from above.
SMILES	H1N1 NS1A inhibition	Salmonella PhoP GFP	tuberculosis growth	M. tuberculosis HTS	inhibitors of VEEV	others
Cc1cc(C)cc(OCC(O)CN2CCC(CN3C(=O)c4cccc5cccc(c45)C3=O)CC2)c1 (stereo not given)	5%	1%	u	u	11%
CCOC(=O)C1=NN(C(C)=O)C2(CC(=O)N(c3ccc(C)c(C)c3)C2=O)C1 (stereo not given)	2%	10%	3%	-9%	0.9%

Copied from the listing (16 entries):
SMILES	H1N1 NS1A inhibition	Salmonella PhoP GFP	tuberculosis growth	M. tuberculosis HTS	inhibitors of VEEV	others
CC(C)c1ccccc1-n1cc[nH]c1=S	-1%	0%	4%	-4%	0.5%
Cn1c(=O)[nH]c(=O)c2c1nc(SCC(O)CO)n2CCCc1ccccc1 (stereo not given)	19%	-6%	-3%	-2%	0.9%
CC(=O)CCc1ccc(OCCCCn2cncn2)cc1	8%	0%	3%	0%	2.2%
Cc1nc(NC(=O)C2CCCCC2)sc1C	6%	4%	8%	1%	7.1%
O=c1oc(-c2cccs2)nc2ccc(Cl)cc12	-2%	-4%	x	8%	1.1%
Cc1oc2c(c(C)cc3oc(=O)c(CC(=O)NCCCO)c(C)c32)c1C	1%	4%	0%	-7%	0.7%
NS(=O)(=O)c1ccc(CCNC(=O)C(=O)c2cn(CC(=O)N3CCCC3)c3ccccc23)cc1	-6%	-3%	2%	-4%	1.1%
c1ccc(-c2cc3ncccc3cn2)cc1	-10%	x	-6%	-5%	0.3%	inhibitors of VEEV 10K pilot screen=2.1
COc1ccccc1CCC(=O)OCC(=O)N1c2ccccc2NC(=O)C1(C)C	-7%	x	2%	-2%	3.0%
Cc1cccc(NC(=O)c2cc3c([nH]c4ccccc43)c(C)n2)c1C	-3%	-24%	2%	13%	0.2%
Cc1cc(C(=O)Nc2c(C)nn(Cc3ccc(F)cc3)c2C)on1	6%	10%	x	-6%	i
Cc1cc(C)cc(OCC(O)CN2CCC(CN3C(=O)c4cccc5cccc(c45)C3=O)CC2)c1 (stereo not given)	5%	1%	u	u	11%
C#C[C@]1(O)CCC2C3CCC4=Cc5oncc5CC4(C)C3CCC21C (stereo not given in full)	2%	9%	7%	5%	8.2%
O=C(COc1ccccc1Cl)Nc1ccc(N2CCN(C(=O)c3ccccc3)CC2)cc1	6%	-4%	8%	21%	9.5%
N#Cc1c(-c2ccccc2)cc(-c2ccccc2)nc1SCCC(=O)O	-8%	1%	35%	10%	i
CCOC(=O)C1=NN(C(C)=O)C2(CC(=O)N(c3ccc(C)c(C)c3)C2=O)C1 (stereo not given)	2%	10%	3%	-9%	0.9%

The list continues:
SMILES	H1N1 NS1A inhibition	Salmonella PhoP GFP	tuberculosis growth	M. tuberculosis HTS	inhibitors of VEEV	others
O=C(NC1C2CC3CC(C2)CC1C3)c1ccc(Br)o1 (stereo not given)	9%	-14%	u	0%	0.7%
CSc1ccccc1-n1nnnc1SCc1ccccc1	4%	2%	14%	-5%	i
Cc1cccc(N(CC(=O)NC2CCCC2)C(=O)c2c(C)noc2C)c1	1%	-12%	-8%	0%	0.8%
CCc1ccc(C(=O)NC(=S)Nc2ccccc2N2CCOCC2)cc1	0%	-3%	59%	u	9.0%
Cc1ccc(C(=O)CSc2nn3c(=O)c(C(C)(C)C)nnc3s2)cc1	-9%	-4%	-1%	-6%	i
COc1ccc(N(C(=O)c2ccn[nH]2)C(C(=O)NC(C)(C)C)c2ccc(F)cc2)cc1 (stereo not given)	6%	0%	10%	-8%	8.3%
O=C(Nc1cnccn1)c1ccncc1	7%	0%	9%	0%	2.7%
Cc1ccsc1C(=O)OCC(=O)N1CCc2ccccc2C1	-16%	-12%	75%	8%	0.2%
CCOc1ccc(Br)cc1S(=O)(=O)Nc1ncn[nH]1	0%	-13%	-11%	-2%	2.7%
Cc1cc(C)c2nc(N(CCCN(C)C)C(=O)c3ccc(S(=O)(=O)N4CCCCCC4)cc3)sc2c1	12%	1%	60%	u	8.2%
O=C(Cc1ccc(NC(=O)C2CCN(C(=O)C3CCC3)CC2)cc1)Nc1cccc(C(=O)N2CCCCC2)c1	10%	x	x	x	2.1%
C=CCn1c(SCc2ccc(Cl)c(Cl)c2)nnc1C(CO)NC(=O)c1ccc(OC)cc1 (stereo not given)	7%	-3%	41%	22%	3.4%
COCCOC(=O)N/C=C\c1nc2ccccc2c(=O)[nH]1	2%	0%	-24%	-2%	1.0%
O=C1CC(N2CCN(Cc3ccc4c(c3)OCO4)CC2)C(=O)N1Cc1ccc(N2CCCC2=O)cc1 (stereo not given)	3%	14%	17%	-6%	3.2%
Cc1nn(C)c(C)c1CNC(=O)Nc1ccc(Cl)cc1	1%	12%	-2%	-4%	i
Cc1onc(-c2c(F)cccc2Cl)c1C(=O)NC1CCSC1=O (stereo not given)	8%	-1%	-3%	-5%	1.5%
Cc1ccc(C)c(Nc2nc3ccccc3[nH]2)c1	-6%	x	x	x	8.2%
COc1cc(C(=O)NC2CCN(Cc3nnnn3Cc3cccs3)CC2)cc(OC)c1OC	-19%	-6%	0%	-18%	2.7%
N#CC(c1ccccc1O)N1N=C(c2ccccc2)CC1c1ccccc1 (stereo not given)	-1%	-8%	45%	6%	i
CC[C@H](C)[C@@H]1NC(=O)c2cc([N+](=O)[O-])cc(F)c2NCCCC[C@@H](C(N)=O)NC(=O)[C@H](CC(N)=O)NC1=O	-7%	-6%	0%	2%	i	inhibitors of VEEV 10K pilot screen=1.0
C[C@H]1CN(S(=O)C(C)(C)C)[C@H](CCO)/C1=C\CCO (stereo not given in full)	-11%	x	x	x	0.1%
CCCN(CC1CC1)S(=O)(=O)c1ccc(-n2cnnn2)c(OC)c1	-1%	9%	10%	0%	1.2%
CCNC(=O)COC(=O)CCNC(=O)c1cccc(C)c1	9%	0%	-9%	1%	1.2%
O=C(COc1ccc2c3c(c(=O)oc2c1)CCC3)Nc1ccc(CCO)cc1	1%	-1%	-2%	-5%	1.6%
CCOC(=O)/C(C#N)=C1/C=CN(c2ccc(C)cc2)C=N1	-10%	1%	3%	3%	0.8%
Cc1cc(C)n2nc(SCC(=O)N/N=C/c3ccccc3F)nc2n1	-2%	-5%	-10%	3%	0.1%
Cc1cnc([N+](=O)[O-])n1CCOC(=O)NC(=O)c1ccc(F)cc1	-6%	8%	1%	8%	1.8%
Cc1ccc(F)c(CNC(=O)C2CCC(=O)N(CCN3CCOCC3)C2)c1F (stereo not given)	7%	5%	4%	3%	1.2%
CCCC1=NN(C(=O)C(=O)Nc2ccc(Br)cc2)C(O)(C(F)(F)F)C1 (stereo not given)	-2%	-11%	50%	4%	i
Cc1ccc(NC(=O)C2CCN(S(=O)(=O)c3ccc4c(c3)oc(=O)n4C)CC2)cc1	-2%	8%	13%	3%	i
CC1CCN(S(=O)(=O)c2ccc3c(c2)c(=O)c(C(=O)NC2CCCC2)cn3C)CC1	-3%	1%	5%	7%	0.9%

Bioassay records deposited in PubChem BioAssay by Southern Research Specialized Biocontainment Screening Center.
